Source: PubChem BioAssay (School of Medicine, Indiana University)
FECH block: inhibitors of human ferrochelatase, primary screen, biochemical, purified FECH, Ni-mesoporphyrin absorbance; Ni-mesoporphyrin absorbance 550 nm; 3.3% of 20,000 active; Ferrochelatase, mitochondrial (Homo sapiens), P22830; calls only at 10 µM (by protocol);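 active = enzyme reaction rate more than 3 SD below the solvent-only control wells on the same plate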;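 note: lower slope than DMSO wells means FECH inhibition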
Target sequence (P22830 whole entry, looked up): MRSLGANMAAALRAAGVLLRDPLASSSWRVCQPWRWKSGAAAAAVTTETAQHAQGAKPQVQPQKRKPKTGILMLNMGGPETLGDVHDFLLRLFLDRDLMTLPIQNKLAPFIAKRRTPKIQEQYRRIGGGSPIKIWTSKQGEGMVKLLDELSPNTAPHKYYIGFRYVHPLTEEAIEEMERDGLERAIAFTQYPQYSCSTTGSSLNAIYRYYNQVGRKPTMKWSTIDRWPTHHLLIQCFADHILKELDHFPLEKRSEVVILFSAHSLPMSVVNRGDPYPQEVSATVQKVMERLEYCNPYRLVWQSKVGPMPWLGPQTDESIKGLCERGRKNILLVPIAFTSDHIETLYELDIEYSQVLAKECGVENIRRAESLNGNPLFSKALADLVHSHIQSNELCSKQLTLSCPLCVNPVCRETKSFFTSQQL
Calls only; i = inactive; + = active, no number. The list is partial. The share of hits here may be higher or lower than overall.

The first 7 compounds, to show the layout:
| SMILES | FECH block |
| --- | --- |
| Cc1noc(CN(C)C(=O)CSc2ccncc2)n1 | i |
| Cc1ccsc1CCNC(=O)c1ccccc1C1CCNC1 (stereo not given) | i |
| COc1cc(NC(=O)C2CCCN2C(=O)c2ccc(-c3noc(C)n3)cc2)cc(OC)c1 (stereo not given) | i |
| COc1ccccc1NC(=O)Nc1nc(CC(=O)NCc2ccc(Cl)cc2)cs1 | i |
| CC1CNC(=O)CCN1Cc1ccc(CN(C)S(C)(=O)=O)o1 (stereo not given) | i |
| Cc1ccc(NS(=O)(=O)c2ccc(N3C(=O)CCS3(=O)=O)cc2)cc1 | i |
| Cc1cccc(N2CCN(C(=O)c3nc4ccccc4n(C)c3=O)CC2C)c1 (stereo not given) | + |

All compounds of this part, previewed entries included:
| SMILES | FECH block |
| --- | --- |
| Cc1noc(CN(C)C(=O)CSc2ccncc2)n1 | i |
| Cc1ccsc1CCNC(=O)c1ccccc1C1CCNC1 (stereo not given) | i |
| COc1cc(NC(=O)C2CCCN2C(=O)c2ccc(-c3noc(C)n3)cc2)cc(OC)c1 (stereo not given) | i |
| COc1ccccc1NC(=O)Nc1nc(CC(=O)NCc2ccc(Cl)cc2)cs1 | i |
| CC1CNC(=O)CCN1Cc1ccc(CN(C)S(C)(=O)=O)o1 (stereo not given) | i |
| Cc1ccc(NS(=O)(=O)c2ccc(N3C(=O)CCS3(=O)=O)cc2)cc1 | i |
| Cc1cccc(N2CCN(C(=O)c3nc4ccccc4n(C)c3=O)CC2C)c1 (stereo not given) | + |
| CCCCC1CCC(C(=O)Nc2cc(C)nn2-c2ncnc3c2cnn3-c2ccc(Cl)cc2)CC1 (stereo not given) | i |
| Cc1cccc(C)c1OCCCN(C)C(=O)c1ccc2nccn2c1 | i |
| Cc1cccc(C)c1NC(=O)CN1C(=O)CC(c2ccccc2)=Nc2ccccc21 | i |
| FC(F)(F)C(OCc1nc(CCc2ccccc2)n[nH]1)c1ccccc1 (stereo not given) | i |
| CCOC(=O)Cn1c(=O)n(-c2ccc(F)cc2)c2nc(-c3ccccc3OC(C)C)nc(C(N)=O)c21 | i |
| CC(Cc1cn(CCCN2CCCC2=O)nn1)c1ccccc1 (stereo not given) | i |
| COCc1ncc(CN2CCN(c3cccc(C(C)C)n3)CC2)cn1 | i |
| Cc1nc(CCNC(=O)CCc2c(C)nn(C)c2C)nc2c1CCC2 | i |
| COCc1cc(CNC2CCCC(C)(C)C2)n[nH]1 (stereo not given) | i |
| c1cc(-c2ccc(CN3CCCCC3)cc2)[nH]n1 | i |
| CCC(CC)n1ncc(C)c1NC(=O)CCc1cccnc1 | i |
| O=C(c1ccccc1C1CCNC1)N1CC=C(c2ccc(F)cc2)CC1 (stereo not given) | i |
| COc1cccc2c1OCCCN(C(=O)c1cccc(Cn3cccn3)c1)C2 | i |
| CCCNC(=O)C1CCN(c2ccc(-c3ccc(Br)s3)nn2)CC1 | i |
| c1nc(N2CCc3nc[nH]c3C2)c2cc[nH]c2n1 | i |
| CCn1cc(Cl)c(C(=O)N2CCC(Cc3nnc(SC)n3C)CC2)n1 | i |
| Cc1ccc(C(=O)NCC(C)Oc2cccnc2)cc1NC(=O)C1CCCC1 (stereo not given) | i |
| COCCN(Cc1cccs1)C(=O)C1CCCN1C(=O)C1CCCCC1 (stereo not given) | i |
| Cc1nc(N(C)C)nc(NCc2nc3ccccc3c(=O)[nH]2)c1C | i |
| CCc1nc2nc(C)[nH]n2c(=O)c1NC(=O)Nc1ccc(OC)cc1 | i |
| COc1ccc2[nH]c3c(c2c1)CN(Cc1cn[nH]c1C(=O)O)CC3 | i |
| CCc1nn(C)c(Cl)c1CN1CCCn2nc(C(=O)OC)cc2C1 | i |
| Cc1cc(C)n2nc(CN(Cc3ccccc3)C(=O)c3ccc(F)cc3)nc2n1 | i |
| Cc1ccc(OCc2cc(=O)n3oc(C)cc3n2)c(NC(=O)COc2ccc(F)cc2)c1 | i |
| CC(C)Cn1c(CNS(=O)(=O)c2cccc([N+](=O)[O-])c2)nc2cccnc21 | i |
| Cc1ccc(NC(=O)NCCc2nc3cccnc3n2-c2ccccc2)cc1 | i |
| CCOc1ccccc1C(=O)Nc1ccccc1Sc1c(C)c(C)nc2ncnn12 | i |
| COc1ccc(C(=O)Nc2sc3c(c2-c2nc4ccccc4s2)CCN(C)C3)cc1 | i |
| CCc1cn[nH]c1C1CCCN(C(=O)c2cc(CC(C)C)nn2CC)C1 (stereo not given) | i |
| Cc1c(C2CC(=O)Nc3[nH]ncc32)[nH]c2ccc(F)cc12 (stereo not given) | i |
| Cc1cc(NC(=O)c2ccc(C(F)(F)F)cc2)n(-c2ncnc3c2cnn3-c2ccc(F)cc2)n1 | i |
| CN1CC(=O)N(CC(=O)Nc2ccc3c(c2)OCO3)c2ccccc2C1=O | + |
| O=C1NC(CCCc2ccccc2)(C2CCNCC2)C(=O)N1Cc1cccnc1 (stereo not given) | i |
| COc1ccc(-c2cc(N3CCN(S(=O)(=O)c4ccc(NC(C)=O)cc4)CC3)ncn2)cc1 | i |
| COc1ccccc1CNc1nc(Nc2ccc(C)c(C)c2)c2cnn(-c3ccccc3)c2n1 | i |
| COc1ccc(CN(C)Cc2coc3ccccc3c2=O)c2cccnc12 | i |
| CCc1ccc2c(c1)-c1ccccc1S(=O)(=O)N2CC(=O)NCCN1CCOCC1 | i |
| CCOc1ccc(N2CC(NC(=O)CC)CC2=O)cc1 (stereo not given) | i |
| Cc1cnc(C(=O)NCC2CCN(c3cnn(C)c(=O)c3)C2)[nH]1 (stereo not given) | i |
| CCOC(=O)Cn1c(=O)n(-c2ccc(C)c(C)c2)c2nc(-c3ccc(SC)cc3)nc(C(N)=O)c21 | i |
| CC(C)c1nnsc1CNC(=O)c1cnnn1-c1ccccc1 | i |
| O=C(C(=O)N1CC[C@@H](c2ccc3c(c2)OCO3)[C@H](O)C1)c1ccco1 | i |
| Cc1cc(NC(=O)c2ccc(Br)cc2)n(-c2ncnc3c2cnn3-c2ccccc2)n1 | i |

Next part
SMILES,FECH block
CC(C(=O)NCc1cccnc1-n1ccnc1)n1cncn1 (stereo not given),i
COc1ccccc1/C=C/CN1CCNC(C(=O)N2CCCC2)C1 (stereo not given),i
CCc1ccc(CNC(=O)COc2nc(C)nc3onc(-c4ccc(C)c(C)c4)c23)cc1,i
CNC(=O)[C@@H]1C[C@H](N)CN1Cc1ccc(CC(C)C)cc1,i
Oc1cc(-c2cccc(Cl)c2)cc2c1OCCN(CCCc1cccnc1)C2,i
CCN(CC)c1ncc(NS(=O)(=O)c2ccc(F)c(F)c2)cc1C(=O)O,i
Cc1ccc2cc(-c3nccn3CCN(C)C)c(N3CCOCC3)nc2c1,i
CS(=O)(=O)Nc1nc2n(n1)C(c1ccccc1Cl)C=C(c1ccc(Br)cc1)N2 (stereo not given),i
CCOc1ccc(S(=O)(=O)NCc2nc3cccnc3n2Cc2ccccc2Cl)cc1,i
COc1cccc(CN2CCN(C(=O)c3nn(C)c(=O)c4ccccc34)CC2)c1,i
CCC1(C2CCN(C(=O)c3ncccc3C)CC2)NC(=O)NC1=O (stereo not given),i
Cc1ncsc1CCN(C)C1CCCNC1 (stereo not given),i
COc1ccc(-c2nc(CO)cs2)cc1C,i
CN(Cc1ccnc2ccccc12)C(=O)c1cccc(Cn2cccn2)c1,i
Cn1ccc2c(-c3cc(N)nc(N4CCOCC4)n3)ccnc21,i
CCOc1ccccc1CNC(=O)Cn1nc(N2CCN(c3ccc(F)cc3)CC2)ccc1=O,i
COC(=O)c1cc2n(n1)CCN(C(=O)c1ccc(-c3ncc[nH]3)s1)C2,i
CC(C)c1nccc(CN2CCN(C)C(C(=O)O)C2)n1 (stereo not given),i
O=C(c1cnccn1)N1CC[C@@H](c2ccc3ccccc3c2)[C@H](O)C1,i
Cc1ccc(-n2c(CN3CCNCC3)nc3cccnc32)cc1,i

For convenience, some entries already given.
SMILES,FECH block
O=C(c1cnccn1)N1CC[C@@H](c2ccc3ccccc3c2)[C@H](O)C1,i
Cc1ccc(-n2c(CN3CCNCC3)nc3cccnc32)cc1,i

Random excerpt: 6 entries already listed.
SMILES,FECH block
Cn1ccc2c(-c3cc(N)nc(N4CCOCC4)n3)ccnc21,i
CC(C)c1nccc(CN2CCN(C)C(C(=O)O)C2)n1 (stereo not given),i
COC(=O)c1cc2n(n1)CCN(C(=O)c1ccc(-c3ncc[nH]3)s1)C2,i
CC(C(=O)NCc1cccnc1-n1ccnc1)n1cncn1 (stereo not given),i
CCOc1ccccc1CNC(=O)Cn1nc(N2CCN(c3ccc(F)cc3)CC2)ccc1=O,i
COc1ccccc1/C=C/CN1CCNC(C(=O)N2CCCC2)C1 (stereo not given),i

Further records follow:
SMILES,FECH block
COc1ccc(/C=C/CN2CCC(n3cc(CCO)nn3)CC2)cc1,i
COc1cccc(NS(=O)(=O)c2ccc3c(c2)CCN3C(=O)CCC(=O)N2CCCCCC2)c1,i
O=C(CSCc1ccccc1Cl)NCc1noc(-c2ccco2)n1,i
Cc1ccc(C)c(OC(C)C(=O)N(C)Cc2n[nH]c3c2CCC3)c1 (stereo not given),i
O=C1CCS(=O)(=O)N1c1ccc(S(=O)(=O)N2CCN(Cc3ccccc3)CC2)cc1,i
Cc1ccc(S(=O)(=O)Nc2ccc(Sc3c(C)c(C)nc4ncnn34)cc2)cc1C,i
Cc1ccc(-c2cc(N3CCN(S(=O)(=O)c4c(C)noc4C)CC3)ncn2)cc1,i
Cc1nc2c(c(NCCCc3nc4c(C)c(C)ccc4[nH]3)n1)CCNC2,i
OCCN1CCN(c2nc(Nc3ccc(F)cc3)c3cnn(-c4ccccc4)c3n2)CC1,i
Cc1ccc(CN2CCCN(Cc3c(C)cc(C)cc3C)S2(=O)=O)cc1,i
CCCc1nnc2sc(C3CCN(C4CCOCC4)CC3)nn12,i
CCc1cccc(NC(=O)CSc2cc(Oc3cc(C)cc(C)c3)ncn2)c1,+
COc1ccc(Cn2c(CNS(=O)(=O)c3ccc(Cl)cc3)nc3cccnc32)cc1,i
CN1CCN(c2ccnc3ccccc23)CC1C(=O)O (stereo not given),i
CCOC(=O)CCc1c(C)nc2nc(CNc3ccc(F)cc3)[nH]n2c1=O,i
Cc1cccc(N(Cc2nc3nc(C)cc(C)n3n2)C(=O)C(C)(C)C)c1,i
CCC(=O)Nc1cccc(C(=O)N(Cc2ccccn2)CC(C)C)c1,i
COc1ccc(-c2ncc3c(=O)n(CCOc4ccccc4)c(=O)n(C)c3n2)cc1,i
O=C(CN1CCCN(Cc2cccc(Cl)c2)S1(=O)=O)Nc1cccc(Br)c1,i
O=C(CCC(=O)N1CCc2cc(S(=O)(=O)N3CCc4ccccc4C3)ccc21)N1CCCC1,i
O=C(Cc1cccc(F)c1)NCc1cccc(-n2cccn2)c1,i
CCCCNC(=O)C1CCC(Cn2c(=O)c3sccc3n(CC(=O)Nc3ccccc3)c2=O)CC1 (stereo not given),i
O=C(Cc1cccnc1)N1CCC(Cc2n[nH]c(=O)n2-c2ccccc2)CC1,i
Cc1ccc(N2C(=O)CCS2(=O)=O)cc1S(=O)(=O)N1CCC(C(N)=O)CC1,i
CC(C)(C)NC(=O)N1CCN(c2cc(-c3ccc(F)cc3)ncn2)CC1,i
O=C(NCCN1CCN(c2ccccc2F)CC1)c1ccc(CN2C(=O)CCn3nccc32)cc1,i
CCc1cc(Sc2ccc(NS(=O)(=O)c3ccc(F)cc3)cc2)n2ncnc2n1,i
Cc1ccc(CNC(=O)C2(C)Cn3nc(C(=O)NC4CC4)cc3C(=O)N2C)cc1 (stereo not given),i
COc1ccc(C(=O)N(Cc2nc3nc(C)c(Cl)c(C)n3n2)c2ccccc2)cc1OC,i
CC(C)c1cc(C2CCN(Cc3cnc[nH]3)CC2)[nH]n1,i
CCCCCN(C)C(=O)c1[nH]cnc1C(=O)NCc1ccccc1,i
O=c1[nH]nc(Cc2ccc(O)cc2)n1Cc1ccc(Cl)cc1,i
C=C(C)CN(CC)C(=O)c1ccc(Cn2cnnn2)cc1,i
CCOc1ccccc1C(=O)Nc1ccccc1Sc1c(CC)c(C)nc2ncnn12,i
CN1CCN(CCC(F)(F)F)CC12CCN(C(=O)COc1ccccc1)CC2,i
CC(C)(O)C#Cc1ccc(CN2CCC(N)(C(=O)O)C2)cc1 (stereo not given),i
CCOC(=O)CCc1c(C)nc2nc(CNc3ccccc3OCC)[nH]n2c1=O,i
CCOC(=O)c1cc2ccsc2n1CC(=O)Nc1c(C)cc(C)cc1C,+
COCCNc1nc(Nc2ccccc2C)c2cnn(-c3ccccc3)c2n1,i
CCc1noc(CN(CC)Cc2ccc3cccc(O)c3n2)n1,i
COCc1nnc(C(=O)N2CCC(C(=O)OC)(c3ccccc3)C2)o1 (stereo not given),i
O=C(Cc1ccc(N2CC(C(=O)O)CC2=O)cc1)NC1CC1 (stereo not given),i
CC(C)(O)C#Cc1ccc(-c2nc(C3CC3)nn2-c2ccccc2)o1,i
O=C(c1ccc(-c2ccoc2)nc1)N1CCC(CCn2cccn2)CC1,i
O=C(O)c1cccnc1CN1CCCC(c2ccccc2)CC1 (stereo not given),i
COc1ccc(S(=O)(=O)NCCn2c(C(F)(F)F)nc3cccnc32)cc1OC,i
CCc1nc2nc3c(c(=O)n2[nH]1)CCC3,i
Cc1nc2ncnn2c(Sc2ccccc2NC(=O)COc2ccc(Cl)cc2)c1C,i
CCc1cc(Sc2ccccc2NC(=O)Cc2ccccc2C)n2nc(C)nc2n1,i
O=C(NC1CCS(=O)(=O)C1)c1nc(N2CCCC2)c2oc3ccccc3c2n1 (stereo not given),i
COc1ccc(N(Cc2nc3nc(C)c(Cl)c(C)n3n2)C(=O)CCc2ccccc2)cc1,i
Cc1ccc(C)c(CN2CC(=O)N(Cc3ccc(Cl)cc3)c3ccccc3S2(=O)=O)c1,+
CCC(NC(=O)CCNC(=O)c1ccccc1F)c1cc(C)ccn1 (stereo not given),i
NC(=O)c1cccc(CC2CCN(C(=O)CCc3cn4ccccc4n3)C2)c1 (stereo not given),i
CCn1c(=O)n(Cc2ccccc2F)c(=O)c2cnc(-c3ccc(OC)cc3)nc21,i
CC(Cc1cn(CCCn2ccnc2)nn1)c1ccccc1 (stereo not given),i
COc1ccc(CNC(=O)CSCc2nc(-c3ccc(OC)c(OC)c3)no2)cc1,i
